EPAC2 agonist: agonists of human EPAC2 (RAPGEF4). Potency, µM (highest dose often 154 µM), for the others: top-dose activation, hits mostly activators. Q8WZA2. 360,000 compounds, 0.079% hits. EPAC2 activation, biochemical qHTS; response scale: 100% = 6.5 mM cAMP response; also: nearly all actives have a fitted effect of over 50% in size
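qHTS, titration series. 100 nM EPAC2 / 250 nM Rap1B-BODIPY-GDP / 50 uM GDP; RT; ex 480/em 540 nm, 5-min reads to 30 min. Norm. to 6.5 mM cAMP = activation.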
EPAC2 antag: antagonists of human EPAC2; Q8WZA2; EPAC2 GEF exchange of Rap1B-BODIPY-GDP, fluorescence; Potency, µM (top dose mostly 114 µM), without a hit: top-dose activity, negative = inhibition, most hits filed as inhibitors; 360,000 compounds, 0.18% hits; AID 720708; also: % is scaled to controls: 0 for no effect and ±100 for the full control effect; nearly all actives have a fitted effect of over 45% in size; many of its hits are not listed in these tables
EPAC1 antag: EPAC1 (human) antagonism; EPAC1 GEF assay, Rap1b-BODIPY-GDP exchange fluorescence; 360,000 compounds, 0.14% hits; AID 720709; O95398; Potency, µM (top dose mostly 115 µM), for the others: top-dose activity change, negative = inhibition, hits mostly inhibitors;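 also: plate controls were vehicle for no effect and positive control for full effect; nearly all actives have a fitted effect of over 50% in size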
TDP43 rescue: TDP-43 toxicity inhibition in yeast; TDP-43 expressing yeast growth rescue, BacTiter-Glo, 24 h; Potency, µM (doses to about 46.1 µM), for inactives: top-dose growth rescue (activation), usual class: activators; 410,000 compounds, 1.8% hits; AID 652104; also: % of control where 0% means no effect; nearly all actives have a fitted effect of over 50% in size
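Cell-based yeast growth screen: TDP-43 expression induced in galactose, inoculum OD600=0.02 after raffinose pregrowth to mid-log. Read-out BacTiter-Glo luminescence at 24 hr, 30 deg C; inhibition of toxicity seen as signal increase.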
EPAC1 agonist: EPAC1 (human) agonism; O95398; EPAC1 agonist qHTS, biochemical assay; response scale: 100% = response to 6.5 mM cAMP; Potency, µM (doses to about 154 µM), inactives show at the highest dose activation, hits mostly activators; 360,000 compounds, 0.073% hits; AID 720707; also: nearly all actives have a fitted effect of over 60% in size
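Nucleotide exchange by EPAC1 (100 nM) on Rap1B–BODIPY-GDP (250 nM) in the presence of 50 uM GDP is tracked fluorescently at 480/540 nm over 30 min. Signals are normalized to a 6.5 mM cAMP control.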
PTHR1 ag: agonists of human PTHR1 parathyroid hormone receptor. Potency, µM (titrated, usually from 115 µM), inactives show top-dose activation, actives largely listed as activators. AID 743266. 410,000 compounds, 0.075% hits. HEK293 GP2 PTHR1 cells, GloSensor cAMP luminescence, 1 h. Q03431; also: nearly all actives have a fitted effect of over 55% in size; some results filed as inactive show a strong effect at the top dose; inactives centre near -15; many of its hits are not listed in these tables
Target sequence (Q03431 whole entry, looked up): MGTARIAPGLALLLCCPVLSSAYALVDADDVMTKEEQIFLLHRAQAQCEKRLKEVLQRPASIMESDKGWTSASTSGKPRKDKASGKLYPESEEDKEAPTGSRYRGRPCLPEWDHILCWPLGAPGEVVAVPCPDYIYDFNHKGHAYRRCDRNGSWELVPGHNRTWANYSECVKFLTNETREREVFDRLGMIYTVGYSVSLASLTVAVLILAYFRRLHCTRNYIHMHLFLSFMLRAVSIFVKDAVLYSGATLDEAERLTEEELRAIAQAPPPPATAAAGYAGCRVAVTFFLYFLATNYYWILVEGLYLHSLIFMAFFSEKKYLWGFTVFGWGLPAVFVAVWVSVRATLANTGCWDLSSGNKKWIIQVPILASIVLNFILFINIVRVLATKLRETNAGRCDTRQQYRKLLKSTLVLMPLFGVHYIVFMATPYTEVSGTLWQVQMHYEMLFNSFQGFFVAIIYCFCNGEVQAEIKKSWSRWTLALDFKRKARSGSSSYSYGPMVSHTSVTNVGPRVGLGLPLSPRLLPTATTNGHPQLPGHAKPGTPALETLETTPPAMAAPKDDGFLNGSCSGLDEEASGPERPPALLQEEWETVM
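HEK-293-derived GP2 cells expressing PTHR1 and a GloSensor cAMP reporter, 3,000/well, plated overnight, given luciferin plus IBMX (each 0.5 mM as added) for 1 h at 37 °C, then compound for 1 h at 37 °C. Luminescence was read after 15 min at room temperature.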
aSyn yeast inh: alpha-synuclein toxicity inhibition in yeast; AID 652106; Yeast expressing alpha-synuclein, growth rescue, BacTiter-Glo, 24 h; 370,000 compounds, 0.14% hits; Potency, µM (doses to about 46.1 µM), for the others: top-dose growth rescue (activation), usual class: activators; also: % of control where 0% means no effect; nearly all actives have a fitted effect of over 65% in size
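Rescue of yeast growth: cells expressing toxic alpha-synuclein, induced in galactose at OD600 0.02, incubated with compound 24 h at 30 C. ATP luminescence quantified growth; inhibitors of toxicity appear as activators.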
FUS suppressor: FUS proteinopathy suppression in yeast; 390,000 compounds, 0.24% hits; Potency, µM (doses to about 76.6 µM), for inactives: at the top dose growth rescue (activation), usual class: activators; AID 1347120; S. cerevisiae FUS-expressing, growth rescue, OD600, 24 h;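 also: plate controls were DMSO vehicle for no effect and reference control for full effect; nearly all actives have a fitted effect of over 55% in size; some results filed as inactive show a strong effect at the top dose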
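Toxicity suppression screen in FUS-yeast. Cells induced with 2% galactose, starting OD 0.005, treated 24hr at 30C with compounds at multiple final concentrations; growth by OD600.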
* marks the source's active call; other numbers are inactive results; i = inactive; ? = inconclusive; / = not tested or not shown; & = joins results of further samples; [ ] = remark or other dose. Calls follow the shape of the dose curve; as a rule, active = well fitted curve in the direction sought with a large enough effect; inconclusive = small, poorly fitted or top-dose-only effect, or another doubt; inactive = no such curve, though single readings can be large; an effect the other way counts as inactive or inconclusive. Potency is read from the fitted curve at half-maximal effect. Not all compounds are listed. The share of hits here may be higher or lower than overall.

SMILES	EPAC2 agonist	EPAC2 antag	EPAC1 antag	TDP43 rescue	EPAC1 agonist	PTHR1 ag	aSyn yeast inh	FUS suppressor
COc1ccc(NC(=O)COc2ccc(C)c(C)c2)cc1S(=O)(=O)N1CCCCC1	3%	-9%	-3%	12%	2%	-21%	6%	23%
O=C(NCc1ccccc1)N1CCNCC1	23%	9%	-1%	-5%	2%	-51%[inhibitor]	0%	-3%
CCOC(=O)c1nn(-c2ccc(F)cc2)c2nc(Nc3ccccc3)cc(=O)n12	-7%	-6%	-32%	-9%	4%	-11%	11%	38%
COc1ccc(C(=O)NC(C(=O)NCc2ccccn2)C(C)C)cc1 (centres undefined)	15%	-6%	-5%	-8%	3%	-14%	-2%	17%
CCCNC(=O)COC(=O)c1c2c(nc3ccccc13)CCC2	7%	-7%	-27%	-4%	1%	-3%	1%	40%
Cc1ccc(-n2ncc3c(=O)n(Cc4cccnc4)cnc32)cc1	-5%	9%	-22%	14%	-7%	-17%	-1%	/
CC1CCc2c(sc3ncnc(NCCN4CCOCC4)c23)C1 (centres undefined)	4%	-8%	1%	24%	11%	-15%	-15%	-17%
CCNc1ccc(S(=O)(=O)N2CCCCC2)cn1	2%	2%	-2%	12%	-10%	-10%	5%	-7%
CCc1nc2ccc(C(=O)NCc3ccccc3)cc2nc1CC	-6%	2%	-1%	24%	-2%	-24%	0%	1%
CCCCNC(=O)CSc1nc2ccsc2c(=O)n1C1CCN(C(=O)OCC)CC1	3%	-3%	16%	-27%	15%	i	4%	23%
CCOC(=O)Nc1nnc(-c2cccc(OC)c2)s1	-1%	8%	11%	-7%	-2%	i	-1%	-27%
CCc1cccc(NC(=O)C2CCCN(S(=O)(=O)c3cnc[nH]3)C2)c1 (centres undefined)	-6%	6%	11%	-8%	6%	i	4%	11%
COCCNC(=S)Nc1cc(S(=O)(=O)N2CCOCC2)ccc1N1CCCCC1	9%	5%	3%	22%[9.22 µM]	-3%	i	-24%	16%
COc1ccc(C(=O)N2CCc3cc(OC)c(OC)cc3C2c2ccc(OC)c(OC)c2)cc1 (centres undefined)	0%	?	?	-16%	5%	13%	-8%	35%
Cc1ncoc1C(=O)NC1CCCc2c1cnn2-c1cc(F)cc(F)c1 (centres undefined)	2%	18%	11%	0%	-11%	-1%	0%	-2%
CCOc1ccc2c(c1)C(C)=CC(C)(C)N2C(=O)Nc1ccccc1F	1%	3%	-14%	26%	1%	-16%	1%	/
CCCCNC(=O)Cn1c(=O)c2c(ncn2CC)n(Cc2ccccc2)c1=O	1%	3%	10%	16%	8%	i	1%	-12%
OC(COc1ccc(Br)cc1)Cn1ccnc1 (centres undefined)	16%	2%	-15%	-20%	8%	i	-2%	11%
COC(=O)[C@]12CCCCC=C1N(Cc1ccc(Cl)cc1Cl)C(=O)[C@H](CC(=O)N1CCCC1)C2	-2%	-22%	-4%	17%	-3%	-16%	?	?
CC(OC(=O)c1cnc(Cl)c(Cl)c1)C(=O)NCc1ccccc1 (centres undefined)	0%	1%	4%	16%	12%	-69%[inhibitor]	0%	-12%
Cc1cc(Nc2cccc(F)c2)n2ncnc2n1	?	3%	-6%	0%	-9%	-2%	0%	-17%
COc1ccc(Cn2c(CCCO)nc3ccccc32)cc1OC	12%	0%	2%	-9%	3%	i	-1%	/
CC(C)C[C@@H](CNCC(=O)[C@H](Cc1ccccc1)NC(=O)c1[nH]cnc1C(=O)N[C@H](CN)CC(C)C)NC(=O)c1nc[nH]c1C(=O)N[C@@H](CC(=O)O)C(=O)O	-5%	21%	-23%	-5%	-22%	3%	6%	22%
CS(=O)(=O)c1ccc(Cl)c(C(=O)NC2CCSc3ccccc32)c1 (centres undefined)	13%	-5%	-2%	-13%	1%	-11%	6%	29%
Cc1cccc(OCC(=O)NCC(=O)N=Nc2c(O)[nH]c3ccc([N+](=O)[O-])cc23)c1	-1%	?	-20%	6%	0%	i	3%	25%
COC(=O)c1cc(NC(=O)Cn2nc(C)n3cccc3c2=O)cc(C(=O)OC)c1	-8%	-18%	2%	2%&4%	-14%	3%&24%	2%	16%&10%
O=C(CCc1ccccc1)NCC(=O)N/N=C/c1ccc(O)cc1O	3%	1%	-18%	6%	-3%	-4%	6%	-15%
CC1CCN(S(=O)(=O)c2ccc3c(c2)N(CC(=O)NCCCOC(C)C)C(=O)CO3)CC1	0%	3%	9%	12%&-12%	-7%	-5%&6%	-6%&0%	19%&10%
CCOC(=O)C1CCCN(C(=S)NC2CCCCC2)C1 (centres undefined)	3%	5%	-7%	2%	2%	-15%	1%	7%
Cc1cccc2sc(NNC(=O)C3COc4ccccc4O3)nc12 (centres undefined)	-7%	-2%	-6%	?	4%	-10%	8%	-9%
O=C(O)c1ccc(C=C(c2nc3ccccc3s2)c2nc3ccccc3s2)cc1	13%	-14%	?	-16%	-3%	i	12%	18%
CCOC(=O)CSc1ccc(S(=O)(=O)N2CCCCC2)cc1[N+](=O)[O-]	17%	-6%	-21%	-6%	11%	-14%	-9%	9%
NC(=O)COC(=O)c1ccc(S(=O)(=O)NCc2ccco2)cc1	-1%	8%	-28%	-16%	-7%	-21%	-2%	15%
Cc1ccc2[nH]cc(CCNC(=O)C3CCCCC3)c2c1	-7%	0%	6%	0%	-8%	-24%	17%	-4%
Cc1nc2c(-c3ccccc3)cnn2c(N)c1-c1ccccc1	16%	-21%	-24%	0%	25%	-39%[inhibitor]	-11%	22%
O=c1c(Cl)c(NCc2ccc(F)cc2)cnn1C12CC3CC(CC(C3)C1)C2	-7%	-1%	-26%	-10%	0%	-32%	14%	/
O=c1[nH]c(SCCOc2ccccc2)nc2ccccc12	0%	8%	0%	-13%	-3%	-21%	-12%	-21%
CC(=O)c1ccc(Nc2nc(C)cc(C)n2)cc1	13%	12%	9%	10%	3%	-10%	-2%	3%
O=C1CCc2cc(S(=O)(=O)Nc3ccc(F)cc3)ccc2N1	14%	2%	9%	18%	7%	-33%[inhibitor]	0%	-13%&-7%
CN(C)c1ccc(/C=C(\C#N)C(=O)OCC(=O)N(C)C2CCS(=O)(=O)C2)cc1 (centres undefined)	7%	1%	6%	-4%	-3%	i	0%	/

Six entries out of the list, arranged by heavy-atom count, smallest number first.
SMILES	EPAC2 agonist	EPAC2 antag	EPAC1 antag	TDP43 rescue	EPAC1 agonist	PTHR1 ag	aSyn yeast inh	FUS suppressor
CC(=O)c1ccc(Nc2nc(C)cc(C)n2)cc1	13%	12%	9%	10%	3%	-10%	-2%	3%
NC(=O)COC(=O)c1ccc(S(=O)(=O)NCc2ccco2)cc1	-1%	8%	-28%	-16%	-7%	-21%	-2%	15%
CS(=O)(=O)c1ccc(Cl)c(C(=O)NC2CCSc3ccccc32)c1 (centres undefined)	13%	-5%	-2%	-13%	1%	-11%	6%	29%
CCOC(=O)CSc1ccc(S(=O)(=O)N2CCCCC2)cc1[N+](=O)[O-]	17%	-6%	-21%	-6%	11%	-14%	-9%	9%
Cc1cccc(OCC(=O)NCC(=O)N=Nc2c(O)[nH]c3ccc([N+](=O)[O-])cc23)c1	-1%	?	-20%	6%	0%	i	3%	25%
CC1CCN(S(=O)(=O)c2ccc3c(c2)N(CC(=O)NCCCOC(C)C)C(=O)CO3)CC1	0%	3%	9%	12%&-12%	-7%	-5%&6%	-6%&0%	19%&10%

(next part)
SMILES	EPAC2 agonist	EPAC2 antag	EPAC1 antag	TDP43 rescue	EPAC1 agonist	PTHR1 ag	aSyn yeast inh	FUS suppressor
CSc1ccc(/C=N\NC(=O)CNc2ccc(C)cc2)cc1	4%	-2%	5%	-9%	-1%	i	1%	2%
Cc1ccc(NC(=O)c2ccc(C)c(S(=O)(=O)N3CCOCC3)c2)nc1	13%	6%	-8%	31%	2%	-33%[inhibitor]	2%	/
COC(=O)c1nn2c(C(F)(F)F)cc(-c3ccc(Br)o3)nc2c1Br	-10%	5%	-3%	-24%	-2%	-27%	-12%	28%
O=C1/C(=C/C=C/c2ccco2)SC(=S)N1NS(=O)(=O)c1ccccc1	-1%	?	100µM*	1%	6%	-13%	7%	15%
CCOc1ccc(N=C2NC(=O)SC2CC(=O)OC)cc1 (centres undefined)	3%	-1%	11%	1%	1%	-19%	2%	25%
C=CCNC(=S)NNC(=O)C(CCC(C)C)CC(C)(C)O (centres undefined)	4%	11%	9%	?	-7%	i	-9%	5%
O=C1Nc2ccccc2/C1=N\c1sc2c(c1C(=O)Nc1ccccc1)CCCC2	7%	7%	1%	?	9%	12%	/	66%
Cc1ccc(C2C(C(=O)c3sc(C)nc3C)=C(O)C(=O)N2CCN2CCOCC2)o1 (centres undefined)	0%	-17%[57.1 µM]	1%	-7%	4%	i	-1%	-11%
COc1ccccc1/C=C/C(=O)N1CCCC1	8%	5%	15%	-12%	2%	i	8%	/
N=C1C(c2nc3ccccc3s2)=C(O)CN1C1CCC(O)CC1 (centres undefined)	-2%	-1%	-10%	-7%	8%	-1%	0%	21%
COc1ccc(OC(C)C(=O)Nc2cccc(F)c2)cc1 (centres undefined)	5%	3%	-14%	?	3%	i	-2%	3%
O=C(CSc1nc(O)c(Cc2ccccc2F)c(=O)[nH]1)N1CCCCCC1	9%	0%	8%	-5%	5%	i	-2%	7%
COc1ccc(S(=O)(=O)N2CCCC2CNC(=O)C(=O)NC2CCCCCC2)cc1 (centres undefined)	3%	1%	-8%	-21%	3%	-22%	1%	11%
CC(C)(C)N(Cc1ccccc1)C(=O)COC(=O)Cn1cnc2ccccc2c1=O	8%	0%	5%	-2%[0.397 µM]	5%	-8%	6%	24%
Nc1ccc(NC2C[C@@H](C(=O)O)NC2=O)cc1 (some centres undefined)	6%	1%	3%	-3%[0.397 µM]	-2%	i	-11%	12%
COc1ccc(OC)c(C(=O)Nc2ccc3[nH]ccc3c2)c1	11%	-4%	0%	?	4%	i	0%	-5%
O=C(O)/C=C/c1nc(-c2ccccc2)n2ccccc12	4%	-7%	-4%	21%	9%	-24%	13%	/
CCOc1ccc2nc(NC(=O)c3cccc(N4C(=O)CCC4=O)c3)sc2c1	0%	-20%	-29%	7%	6%	-17%	-1%	-36%
O=C(Nc1ccccc1)c1ccccc1NS(=O)(=O)c1ccc(Cl)s1	-7%	?	3%	/	-7%	-37%[inhibitor]	/	/
CCOC(=O)c1cnn(CCOC(=O)c2cccs2)c1NC(=O)c1cccs1	9%	1%	7%	-14%	-2%	i	3%	8%
O=C1/C(=C/c2cccnc2)Oc2cc(OS(=O)(=O)c3ccccc3)ccc21	-1%	5%	8%	0%	2%	-8%[57.5 µM]	-8%	24%
CC(=O)Nc1ccc2c(c1)C(C)(C)C(C)N2C (centres undefined)	5%	8%	1%	-17%[9.22 µM]	-5%	-24%	-4%	8%
